PMI act hi M6P: activators of human phosphomannose isomerase at near-saturating mannose 6-phosphate; P34949; coupled PMI enzyme assay, resazurin fluorescence, 20 min; stronger effect = higher value; 1 = untreated enzyme, 0 = substrate-free blank; activation factor at 20 µM; 190,000 tested, 0.34% active; AID 1216;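 active means activation factor of 2 or more at 20 µM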
Target sequence (P34949 whole entry, looked up): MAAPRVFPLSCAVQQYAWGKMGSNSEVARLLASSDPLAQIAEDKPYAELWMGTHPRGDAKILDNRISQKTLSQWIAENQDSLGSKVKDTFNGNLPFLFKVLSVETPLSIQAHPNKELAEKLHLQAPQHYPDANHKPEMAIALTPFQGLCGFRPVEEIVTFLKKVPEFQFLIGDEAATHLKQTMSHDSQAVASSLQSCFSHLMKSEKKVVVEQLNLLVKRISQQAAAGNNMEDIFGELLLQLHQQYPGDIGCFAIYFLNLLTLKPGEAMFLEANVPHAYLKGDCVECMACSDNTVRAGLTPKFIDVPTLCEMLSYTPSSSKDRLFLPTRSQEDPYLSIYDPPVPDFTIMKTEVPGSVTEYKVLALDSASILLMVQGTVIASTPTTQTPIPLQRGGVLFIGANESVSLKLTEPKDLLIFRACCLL
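Test system: human phosphomannose isomerase with PGI, G6PDH, diaphorase coupling enzymes / Doses: 20 µM compound, 1% DMSO / Times: enzyme reaction with compound 20 min at room temperature / Measured by: Diaphorase-driven resazurin-to-resorufin fluorescence, excitation 544, emission 590 nm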
PMI activator: phosphomannose isomerase (human) activation. P34949. purified human PMI, coupled resazurin fluorescence, 20 min; stronger effect = higher value; 1 = vehicle control, 0 substrate-free wells. activation factor at 20 µM. 190,000 tested, 0.005% active. AID 1214;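 active means activation factor of 2 or more at 20 µM, relative to plate controls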
Efa HMGR inh: E. faecalis class II HMG-CoA reductase inhibition | 190,000 tested, 0.41% active | inhibition, % at 10 µM | AID 1066 | purified E. faecalis HMGR, NADPH absorbance 340 nm kinetic;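 active means inhibition above a set limit, the median over all tested compounds plus 3 SD, cut at about 9.5% in these data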;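 further: enzyme runs in reverse so mevalonate oxidation gives rising NADPH absorbance; 0% = complete reaction with DMSO and 100% = background rate lacking mevalonate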
FLuc stim CS: firefly luciferase counter-screen for stimulation assays. P08659. ATPlite luciferase biochemical, luminescence, 10 min; 0 = ATP-free wells, 1 = DMSO control. activation factor at 10 µM. 200,000 tested, under 10 active;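 active means luciferase activation factor, scaled between plate controls, of at least 2 with compound at 10 µM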
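Assay system – cell-free luciferase reagent · Medium – PBS-based ATP solution · Dosing – test compounds dosed from 2 mM stocks in 100% DMSO · Timing – 10 min, room temperature · Technique – light output (luminescence) · Measure – luminescence gain marking luciferase activators · Controls – No-ATP low control, compound-free enzyme-plus-ATP high control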
G6PDH CS: inhibits Leuconostoc G6PDH, flagging false hits in G6PDH-based assays | Purified L. mesenteroides G6PDH, diaphorase/resazurin coupled fluorescence, 45 min | inhibition, % at 5 µM | 200,000 tested, 0.12% active; in the data active means inhibition above about 50%
Diaph inh CS: diaphorase inhibition or chemical oxidation counter-screen; diaphorase resazurin-to-resorufin fluorescence, NADH, 16 min; bacterial (C. kluyveri) enzyme, not human; inhibition, % at 20 µM; 190,000 tested, 0.69% active; AID 1217;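 active means primary screen inhibition at 20 µM above a set limit, cut at about 50% in these data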;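 further: plate controls were DMSO with full reaction for no effect and wells lacking NADH for full effect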
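Test system: diaphorase enzyme from Clostridium kluyveri; amount: diaphorase at 0.14 U/mL in enzyme working solution; detection: fluorescence of resorufin formed from resazurin, Ex 544/Em 590 nm; times: reaction incubation of 16 min at room temperature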
TNAP inh no acc: inhibitors of human TNAP without phosphate acceptor; purified TNAP, CDP-star luminescence, 30 min; AID 1012; 200,000 tested, 0.26% active; inhibition, % at 20 µM; P05186;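 active means tissue-nonspecific alkaline phosphatase inhibition above about 50% at 20 µM in the single-dose screen, limit read from the data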;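 further: 0% = DMSO negative control and 100% = EDTA positive control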
Target sequence (P05186 whole entry, looked up): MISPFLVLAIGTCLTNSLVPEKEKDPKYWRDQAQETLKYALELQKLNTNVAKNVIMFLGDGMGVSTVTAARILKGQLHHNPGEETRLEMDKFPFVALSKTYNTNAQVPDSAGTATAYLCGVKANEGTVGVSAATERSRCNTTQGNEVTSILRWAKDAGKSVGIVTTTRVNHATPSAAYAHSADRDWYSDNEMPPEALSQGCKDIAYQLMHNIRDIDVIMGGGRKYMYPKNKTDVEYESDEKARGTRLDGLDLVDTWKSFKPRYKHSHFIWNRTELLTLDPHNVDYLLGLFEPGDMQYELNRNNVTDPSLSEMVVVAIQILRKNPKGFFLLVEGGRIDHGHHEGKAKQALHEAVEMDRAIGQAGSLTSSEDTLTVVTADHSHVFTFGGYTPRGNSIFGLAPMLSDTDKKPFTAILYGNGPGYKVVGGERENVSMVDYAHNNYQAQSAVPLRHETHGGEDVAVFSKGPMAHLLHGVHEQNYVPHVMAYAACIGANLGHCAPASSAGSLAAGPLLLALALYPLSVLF
Diaphorase act: diaphorase activation or chemical reduction counter-screen; AID 1229; 190,000 tested, 0.005% active; activation factor at 20 µM; Diaphorase/resazurin coupled assay, resorufin fluorescence, 16 min; stronger effect = higher value; 1 = vehicle wells, 0 = NADH-free wells;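 active means diaphorase activity raised at least twofold by the compound at 20 µM; inactive means activation factor below 2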
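Material: bacterial diaphorase enzyme (C. kluyveri); amount: enzyme 0.07 U/mL final; reagent: NADH substrate 0.114 mM plus resazurin dye 0.1 mM, final; doses: single compound dose of 20 µM, 1% DMSO final; timing: 16 min enzyme reaction, ambient temperature; measured by: fluorescence of resorufin, 544 nm excitation, 590 nm emission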
TNAP act hi DEA: activators of human TNAP at high phosphate acceptor concentration | purified TNAP, CDP-star luminescence, 1 M DEA, 30 min; stronger effect = higher value; 0 = EDTA background, 1 = DMSO-only activity | activation factor at 20 µM | P05186 | AID 1136 | 200,000 tested, under 10 active;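 active means activation factor at least 2 at 20 µM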
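Test system – human TNAP · Doses – 20 µM single point · Incubation – 30 min, room temperature · Signal – luminescent substrate turnover signal · Read-out basis – activation factor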
TNAP inh hiacc: TNAP (human) inhibition, high acceptor | P05186 | purified TNAP, CDP-star luminescence, 1 M DEA | inhibition, % at 20 µM | 200,000 tested, 0.03% active | AID 1135;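 active means over 50% inhibition of tissue-nonspecific alkaline phosphatase at 20 µM in the single-dose screen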;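 further: plate controls were DMSO wells for no effect and EDTA-quenched wells as full inhibition for full effect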
* marks the source's active call; other numbers are inactive results. An unsorted share of the library; about 1.7% have a hit in one of these screens.

SMILES	PMI act hi M6P	PMI activator	Efa HMGR inh	FLuc stim CS	G6PDH CS	Diaph inh CS	TNAP inh no acc	Diaphorase act	TNAP act hi DEA	TNAP inh hiacc
COC(=O)c1[nH]c2cccc(C)c2c1NC(=O)CN1CCCc2ccccc21	2.1*	1.5	-1	1.1	-2	23	-3	0.8	1	-1
CCCCS(=O)(=O)Nc1ccc(C(=O)NCC2CCCO2)cc1 (stereo not drawn)	1	1	1	1.1	0	6	-15	0.9	1	-4
O=C(CCn1c(=S)[nH]c2ccccc2c1=O)NCCc1ccc(Cl)cc1	1	0.9	7	1	-2	6	-11	0.9	1	-4
Cn1nc(C(=O)NCc2cccs2)c2ccccc2c1=O	1	1.1	-2	1	7	0	-4	1	1	2
COc1ccc2nc(NC3=NCCC3)sc2c1	0.9	0.9	-2	0.7	4	6	3	0.9	1	1
COc1ccc(N(C(=O)COc2cccc(C)c2)S(=O)(=O)c2ccc(C)cc2)cc1	0.9	0.7	2	1	10	19	-12	0.8	1	4
Cn1c(-c2ccc(F)cc2)cnc1NCc1cc2c(cc1[N+](=O)[O-])OCO2	0.8	0.9	-5	1	8	4	-2	1	1	-2
O=C(Nc1ccc(Cl)c(Cl)c1)N(Cc1cccnc1)Cc1ccco1	0.9	0.9	0	1	0	22	-10	0.8	1	-3
C=CCn1c(SC2CCOC2=O)nc2sc(CC)cc2c1=O (stereo not drawn)	1.2	1.2	2	1.1	12	2	-2	1	1	-4
c1ccc(-c2csc(-n3cnnn3)n2)cc1	1.1	1	-2	1	14	-4	-11	1	1.1	-7
CC1(C)C2CCC1(C)C(OCC[N+](C)(C)CC(=O)OC1CCCCC1)C2 (stereo not drawn)	0.9	0.9	-3	1.1	-10	9	-1	0.9	1	-2
COc1cc(NS(=O)(=O)c2ccc(NC(=O)C3CCCO3)cc2)nc(OC)n1 (stereo not drawn)	1	0.9	1	1.1	-1	10	-9	0.9	1	-4
COc1ccc(C(=O)CSc2nnc(CN3CCCCC3)n2-c2ccc(F)cc2)cc1	0.9	1	-1	1.1	-23	15	29	0.8	1	-3
COc1ccc(CN(C(=O)Cc2cccs2)C(C(=O)NC2CCCC2)c2ccncc2)cc1 (stereo not drawn)	1	0.9	4	1.1	4	8	5	0.9	1	-1
O=C(c1ccc(F)cc1)N1CCN=C1c1ccccc1	1	1	0	1	1	2	-7	1	1	-2
CC1CCCCN1S(=O)(=O)c1coc(C(N)=O)c1 (stereo not drawn)	1	0.9	2	1	7	12	-7	0.9	1	-1
Cc1c(Cl)cnc(NC(=O)COC(=O)c2cccc(S(=O)(=O)N3CCc4ccccc4C3)c2)c1Cl	0.7	1	4	1	1	19	-6	0.8	1	-3
CC(C)c1nc(N2CCCC2)c(C#N)c2c1CCCC2	0.8	0.8	-2	1	-4	19	-5	0.8	1	0
COc1ccccc1CN(C)CC(=O)Nc1ccc(Cl)cc1C(F)(F)F	0.9	0.8	-3	1	1	28	0	0.7	1	2
COC(=O)c1c(C(=O)OC)c(-c2cccc(Cl)c2)n2c1CS(=O)C2 (stereo not drawn)	0.9	1	-4	1.1	4	9	-17	0.9	1	-2
COc1cc2[nH]c(=S)nc(NC3CCCC3)c2cc1OC	2.5*	1.8	-3	1.1	-1	3	-9	1	1	-4
Cc1ccc(-n2c(-c3cnccn3)n[nH]c2=S)cc1	1	1	-1	1	3	0	-9	1	1	-2
O=C(C1CCN(S(=O)(=O)c2cccc3cccnc23)CC1)N1CCN(c2ccccn2)CC1	0.9	1	-3	1.1	6	16	5	0.8	1	-3
COc1cccc(CC2(CO)CCN(C(=O)NCCc3ccccc3)CC2)c1	1	1	-5	1.1	7	13	-7	0.9	1.1	-6
COc1ccc(NC(=O)Nc2ccccc2C(=O)N2CCCC2)cc1	1	1	-7	1	8	-2	-12	1	1.1	-10

With a hit mark in PMI act hi M6P, of those listed so far:
compound,PMI act hi M6P,PMI activator,Efa HMGR inh,G6PDH CS,TNAP inh no acc,TNAP act hi DEA,TNAP inh hiacc
COC(=O)c1[nH]c2cccc(C)c2c1NC(=O)CN1CCCc2ccccc21,2.1*,1.5,-1,-2,-3,1,-1
COc1cc2[nH]c(=S)nc(NC3CCCC3)c2cc1OC,2.5*,1.8,-3,-1,-9,1,-4

Record cards, from the list above:
Results for CC1(C)C2CCC1(C)C(OCC[N+](C)(C)CC(=O)OC1CCCCC1)C2 (stereo not drawn) : PMI act hi M6P: 0.9; PMI activator: 0.9; Efa HMGR inh: -3; FLuc stim CS: 1.1; G6PDH CS: -10; Diaph inh CS: 9; TNAP inh no acc: -1; Diaphorase act: 0.9; TNAP act hi DEA: 1; TNAP inh hiacc: -2
Results for C=CCn1c(SC2CCOC2=O)nc2sc(CC)cc2c1=O (stereo not drawn) : PMI act hi M6P: 1.2; PMI activator: 1.2; Efa HMGR inh: 2; FLuc stim CS: 1.1; G6PDH CS: 12; Diaph inh CS: 2; TNAP inh no acc: -2; Diaphorase act: 1; TNAP act hi DEA: 1; TNAP inh hiacc: -4
Results for O=C(c1ccc(F)cc1)N1CCN=C1c1ccccc1 : PMI act hi M6P: 1; PMI activator: 1; Efa HMGR inh: 0; FLuc stim CS: 1; G6PDH CS: 1; Diaph inh CS: 2; TNAP inh no acc: -7; Diaphorase act: 1; TNAP act hi DEA: 1; TNAP inh hiacc: -2

Later entries:
SMILES	PMI act hi M6P	PMI activator	Efa HMGR inh	FLuc stim CS	G6PDH CS	Diaph inh CS	TNAP inh no acc	Diaphorase act	TNAP act hi DEA	TNAP inh hiacc
Cc1ccc(C)c(CN2C(=O)C3CCCN3c3ccc(C#N)cc32)c1 (stereo not drawn)	1	1	-4	1.1	3	9	-13	0.9	1	-4
O=C(c1cc(Cl)ccc1[N+](=O)[O-])n1cnc2ccccc21	1	1.1	-4	1.1	3	16	2	0.8	1	-1
O=C(NCCCN1CCOCC1)C1CCC(=O)N1C1CCCCC1 (stereo not drawn)	1	1	-1	1.1	3	2	-12	1	1	0
CCOC(=O)C1(C)C=C(Nc2ccc(C)cc2)C(=O)N1c1ccc(C)cc1 (stereo not drawn)	1.1	1.1	-2	1	4	-8	-8	1.1	1	-4
COc1ccccc1Nc1nnc(SCC(=O)c2cc(C)n(CC3CCCO3)c2C)s1 (stereo not drawn)	0.8	0.9	-2	1.1	1	26	-4	0.7	1	-3
CN(C)c1ccc(CN2CCCC(O)C2)cc1 (stereo not drawn)	1	1	4	1.1	9	23	-8	0.8	1.1	-11
CC(=O)c1ccc(NC(=S)Nc2ccn(Cc3ccc(Br)cc3)n2)cc1	0.8	0.9	4	1	-2	25	-11	0.8	1.1	-5
O=[N+]([O-])c1cc([N+](=O)[O-])c2cccnc2c1Oc1ccccc1O	0.6	0.5	0	1	-10	60*	30	0.4	0.8	16
Cc1sc2nc(SCC(=O)NCc3ccco3)[nH]c(=O)c2c1C	0.9	0.8	-1	1	7	20	-8	0.8	1	-2
Cc1cc(NCc2ccc(F)cc2Cl)n2nnnc2n1	1	0.9	-4	1.1	2	18	-10	0.8	1.1	-6
COc1ccc(N2CCN(C(=O)CN(C3CCCCC3)S(C)(=O)=O)CC2)cc1	0.9	0.9	4	1.1	11	7	-6	0.9	1	-5
CC(/C=C/c1ccccc1)=N\NC(=O)c1ccc(Br)cc1	0.9	0.9	-3	1	11	4	-6	1	1	-2
Cc1cc(SCC(=O)OCC(=O)NC(C)c2ccccc2)c(C)cc1Br (stereo not drawn)	0.9	1	-1	1.1	9	20	7	0.8	1	0
O=C(CNc1cccc2ccccc12)N/N=C/c1cccc(Oc2ccccc2)c1	0.5	0.9	1	1.1	4	34	-8	0.7	0.9	6
CCN(CC)CCNC(=O)NC1CCCCC1	1	1	-2	1.1	-2	7	-10	0.9	1	0
N#Cc1nc(-c2ccco2)oc1N1CCN(C(c2ccccc2)c2ccccc2)CC1	0.9	0.9	-1	1.1	4	16	-10	0.8	1.1	-6
CC(=O)N1CCN(C(=S)c2cccc([N+](=O)[O-])c2)CC1	1	1	2	1	11	7	-12	0.9	1	-2
CCCn1c(SCC(=O)N2CCCC(C)C2)nnc1-c1ccccn1 (stereo not drawn)	1	1.1	-4	1	15	5	-4	0.9	1	-2
CC(=O)c1ccc(-c2ccc(C(=O)N3CCN(c4ccc(F)cc4)CC3)o2)cc1	1	1.1	-9	1	5	18	-13	0.8	1.1	-7
Cc1cc(Cl)c(S(=O)(=O)N2CCCCCC2)cc1OCC(N)=O	1	1	-6	1	8	-3	-9	1	1.1	-6
CC1(C)[C@H]2CC=C(CN3CCC(N4CCC(C(=O)N5CCCC5)CC4)CC3)[C@@H]1C2	1.1	1	-3	1.1	1	-3	-12	1	1.1	-10
Cc1ccc(-n2cc(CN3CCN(Cc4nccn4C)CC3)c(-c3ccc(F)cc3)n2)cc1	1	0.9	-9	1	-2	5	-4	1	1	-2
CCCNc1ncccc1C(N)=O	1	1	-5	1	3	20	-16	0.8	1.1	-8
S=C(NCc1ccco1)N/N=C/c1ccc(Cl)cc1	0.9	0.9	1	1.1	-4	20	-8	0.8	1	-5
Nc1nncn1C(=O)CCCOc1ccccc1	1	1	0	1.1	6	13	-7	0.9	1.1	-8
Cc1cccc(NC(=S)NCc2ccc3c(c2)OCO3)c1	1	1	0	1.1	-12	10	-18	0.9	1	-4
CCc1ccc(NC(=O)C2CCCN(S(C)(=O)=O)C2)cc1 (stereo not drawn)	0.9	0.9	-4	1.1	0	12	-14	0.9	1	-5
O=S(=O)(c1ccc(NC(=S)N/N=C/c2ccc(Oc3ccccc3)cc2)cc1)N1CCOCC1	1.1	1.1	3	1	-1	-5	-11	1	1	-4
c1ccc(-c2ccccn2)nc1	1	1	5	1.1	9	7	-11	0.9	1	-4

Retrieved by compound from the entries so far, 3 records:
SMILES	PMI act hi M6P	PMI activator	Efa HMGR inh	FLuc stim CS	G6PDH CS	Diaph inh CS	TNAP inh no acc	Diaphorase act	TNAP act hi DEA	TNAP inh hiacc
CCCCS(=O)(=O)Nc1ccc(C(=O)NCC2CCCO2)cc1 (stereo not drawn)	1	1	1	1.1	0	6	-15	0.9	1	-4
CCc1ccc(NC(=O)C2CCCN(S(C)(=O)=O)C2)cc1 (stereo not drawn)	0.9	0.9	-4	1.1	0	12	-14	0.9	1	-5
Nc1nncn1C(=O)CCCOc1ccccc1	1	1	0	1.1	6	13	-7	0.9	1.1	-8

Bioassay records (PubChem BioAssay)
